Bioassay records as filed in PubChem.
CXXC DNA block: blocks binding of human MLL CXXC domain to DNA; AID 2662; MLL-CXXC / FITC-HOXA9 DNA fluorescence polarization; 290,000 compounds, 0.037% hits; Potency, µM (top dose mostly 115 µM), for the others: top-dose activity change, negative = inhibition, usual class: inhibitors; Q03164; active means well fitted inhibition curve with a large enough effect in the polarisation, with a control signal flat, not every such curve was filed as active; inconclusive means small, poorly fitted or top-dose-only effect, or effect the other way, or a change in a side signal; inactive means no such curve, though single readings can be large or run the other way; the % refers to the polarisation; further: potency means the concentration at half of the fitted maximal effect
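Purified MLL-CXXC (added from a 7 uM solution) was preincubated 5 min at ambient with pinned compounds in 50 mM Tris-HCl pH 7.5, 50 mM NaCl, 1 mM DTT, 0.05% BSA. Fluorescein-labeled HOX-A9 DNA (50 nM solution) followed, 30 min, then polarization read.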
AT treatment: potential ataxia-telangiectasia treatments restoring KAP-1 phosphorylation; […] A-T fibroblasts, KAP-1 phosphorylation AlphaLISA; neocarzinostatin DNA damage 30 min before lysis; Potency, µM (series often up to 57.5 µM), inactives show top-dose activation, actives largely listed as activators; AID 485349; 320,000 compounds, 0.19% hits; further: potency means the concentration at half of the fitted maximal effect; % of control where 0% means no effect; nearly all actives have a fitted effect of over 45% in size
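hTERT-immortalized A-T patient fibroblasts ([…]), 500 cells/well in OPTI-MEM, 1% FBS, got compounds for 60 min, then NCS for 30 min at 37C. Lysates were then assayed for phospho-KAP-1 by AlphaLISA (anti-pKAP1 donor, anti-KAP1 acceptor beads), 6 hr at 25C.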
TSG101-PTAP inh: blocks PTAP/TSG101 interaction to inhibit HIV-1 budding. 340,000 tested, under 10 active. AID 493005. Fluorescence polarization, FITC-PTAP peptide / Tsg101 binding. Potency, µM (titrated, usually from 115 µM), for inactives: at the top dose activity change, negative = inhibition, actives largely listed as inhibitors; active means well fitted inhibition curve with a large enough effect in the main read-out, with a control signal flat, not every such curve was filed as active; inconclusive means small, poorly fitted or top-dose-only effect, or effect the other way, or a change in a side signal; inactive means no such curve, though single readings can be large or run the other way; further: potency means the concentration at half of the fitted maximal effect; % of control where 0% means no effect
Target sequence (Q99816 whole entry, looked up): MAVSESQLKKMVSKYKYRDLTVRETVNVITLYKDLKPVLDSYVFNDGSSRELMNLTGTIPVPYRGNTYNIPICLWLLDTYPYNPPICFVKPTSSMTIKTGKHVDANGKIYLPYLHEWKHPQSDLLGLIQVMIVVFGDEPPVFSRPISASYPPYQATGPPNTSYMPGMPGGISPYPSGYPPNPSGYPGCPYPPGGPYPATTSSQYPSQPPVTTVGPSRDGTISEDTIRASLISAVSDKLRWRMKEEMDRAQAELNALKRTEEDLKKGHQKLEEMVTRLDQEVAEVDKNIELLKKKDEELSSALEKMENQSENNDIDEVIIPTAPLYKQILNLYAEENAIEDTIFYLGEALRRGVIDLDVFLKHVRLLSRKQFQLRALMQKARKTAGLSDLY
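FP read-out: FITC-PTAP peptide, 50 nM final, binding Tsg101 binding domain, 10 uM final; 20 min, r.t.; 10 mM HEPES pH 7.5, 0.15 M NaCl, 0.01% Tween 20, 3 mM EDTA, 0.1 mM TCEP.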
TCR act: activates T cell receptor signaling; Potency, µM (top dose mostly 9.22 µM), for the others: at the highest dose activation of IL-2 secretion, usual class: activators; primary human leukocytes, anti-CD3, IL-2 HTRF, 48 h; 330,000 tested, under 10 active; AID 504894; further: % of control where 0% means no effect
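Primary human leukocytes were stimulated with a-CD3 beads plus compounds for 48 hr without co-stimulation; secreted IL-2 was quantified by HTRF using a-IL-2-K (europium cryptate) and a-IL-2-d2, excited at 320nm with acceptor emission read at 665nm.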
Menin MLL FP TR: menin-MLL binding inhibition, Texas Red mutant peptide. O00255. Menin + Texas Red MLL mutant peptide, fluorescence polarization. Potency, µM (top dose mostly 61.6 µM), without a hit: at the highest dose FP activity change, negative = inhibition, most hits filed as inhibitors. 270,000 compounds, 0.23% hits; active means well fitted inhibition curve with a large enough effect in the polarisation, with a control signal flat, not every such curve was filed as active; inconclusive means small, poorly fitted or top-dose-only effect, or effect the other way, or a change in a side signal; inactive means no such curve, though single readings can be large or run the other way; the % refers to the polarisation; further: potency means the concentration at half of the fitted maximal effect; % of control where 0% means no effect; many of its hits are not listed in these tables
ASM inhibitor: human S-ASM enzyme inhibition; P17405; Potency, µM (highest dose often 57.5 µM), for the others: at the highest dose activity change, negative = inhibition, most hits filed as inhibitors; 340,000 compounds, 0.006% hits; placental ASM, HMU-PC fluorogenic substrate, 60 min; AID 504937; further: potency means the concentration at half of the fitted maximal effect
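Fluorogenic HMU-PC substrate (9 uM final) is turned over by placental ASM in 60 min at 37 C after a 10 min compound preincubation. Reaction ended by alkaline stop (pH 10), with fluorescence read at 386/447 nm.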
TSHR antagonist: blocks TSH signaling through the human TSH receptor. P16473. TSHR-expressing cells, TSH-stimulated cAMP HTRF, 2 h; active compounds read low. activity change, negative = inhibition, % at 11.5 µM. 330,000 compounds, 0.2% hits. AID 504810;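 active means activity change below a set negative limit, meaning inhibition stronger than a set level, cut at about -70% in these data; inconclusive means activity change between two set negative limits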; further: on the % scale 0 is the no-effect control and ±100 the full control effect
Target sequence (P16473 whole entry, looked up): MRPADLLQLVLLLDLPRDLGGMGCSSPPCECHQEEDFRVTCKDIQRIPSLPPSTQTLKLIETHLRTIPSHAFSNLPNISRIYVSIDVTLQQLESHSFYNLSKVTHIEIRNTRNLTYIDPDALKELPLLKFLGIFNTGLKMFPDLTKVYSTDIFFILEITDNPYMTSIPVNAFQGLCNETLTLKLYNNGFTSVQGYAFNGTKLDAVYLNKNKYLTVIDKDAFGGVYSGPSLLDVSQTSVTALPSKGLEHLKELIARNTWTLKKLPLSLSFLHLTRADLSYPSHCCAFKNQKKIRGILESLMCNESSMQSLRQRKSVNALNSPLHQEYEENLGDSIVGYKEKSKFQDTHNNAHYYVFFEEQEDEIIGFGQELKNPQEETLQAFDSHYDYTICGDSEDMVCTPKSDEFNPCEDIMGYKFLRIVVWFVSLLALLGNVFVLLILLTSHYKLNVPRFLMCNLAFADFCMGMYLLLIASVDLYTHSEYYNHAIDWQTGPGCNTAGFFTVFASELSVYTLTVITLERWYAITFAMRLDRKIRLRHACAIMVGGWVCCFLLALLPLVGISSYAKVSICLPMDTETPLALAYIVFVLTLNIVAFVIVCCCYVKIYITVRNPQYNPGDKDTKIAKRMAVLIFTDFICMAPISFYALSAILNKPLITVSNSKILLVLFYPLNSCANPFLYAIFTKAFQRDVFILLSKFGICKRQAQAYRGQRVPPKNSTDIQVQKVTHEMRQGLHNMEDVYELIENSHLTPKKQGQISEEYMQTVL
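Inhibition of cAMP made by TSHR-expressing cells under TSH stimulation (4nM final, EC80; 2 h, 37 deg C) is quantified with a one-step lysis HTRF kit, anti-cAMP cryptate versus cAMP-d2.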
Integrin act MD: activators of alpha7 integrin expression for muscular dystrophy. alpha7betagal myoblasts, beta-gal FDG fluorescence, 48 h. Potency, µM (highest dose often 38.3 µM), without a hit: at the top dose activation, usual class: activators. 350,000 compounds, 0.064% hits. AID 624291;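 further: potency means the concentration at half of the fitted maximal effect; 100% = response of the positive control SU9516; nearly all actives have a fitted effect of over 60% in size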
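alpha7betagal+/- myoblasts (passage 13, 250/well) treated 48 h at 37C with compounds at 1:260 dilution of DMSO stock. Lysed, then beta-galactosidase activity read as FDG fluorescence (ex 480/em 540) after 30 min, with pre-read for autofluorescence.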
Mito fusion yeast: mitochondrial division inhibition or fusion activation | 320,000 compounds, 0.23% hits | S. cerevisiae fusion-defective mutant growth rescue, CellTiterGlo 48 h | AID 485298 | Potency, µM (highest dose often 46.1 µM), inactives show top-dose growth rescue (activation), most hits filed as activators;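 further: potency means the concentration at half of the fitted maximal effect; % of control where 0% means no effect; nearly all actives have a fitted effect of over 45% in size; temperature-sensitive fusion mutants such as fzo1-1 at 37 °C on non-fermentable ethanol glycerol medium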
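Read-out: ATP-based luminescence (CellTiterGlo, 10 min ambient) reporting growth of fusion-defective ts yeast after 48 hours at 37C on glycerol/ethanol YPEG medium in the presence of compound.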
MBNL1-CUG inh: inhibitors of human MBNL1 binding to CUG repeat RNA; TR-FRET MBNL1-His/biotin-(CUG)12 binding, 665/545 ratio; Potency, µM (top dose mostly 57.5 µM), inactives show at the highest dose activity change, negative = inhibition, actives largely listed as inhibitors; 280,000 compounds, 0.036% hits; AID 2675; active means well fitted inhibition curve with a large enough effect in the signal ratio, with a control signal flat, not every such curve was filed as active; inconclusive means small, poorly fitted or top-dose-only effect, or effect the other way, or a change in a side signal; inactive means no such curve, though single readings can be large or run the other way; the % refers to the signal ratio; further: potency means the concentration at half of the fitted maximal effect; on the % scale 0 is the no-effect control and ±100 the full control effect
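TR-FRET readout: Ex 340 nm, 665/545 nm emission ratio, normalized to buffer-only (basal) and MBNL1-(CUG)12 controls. Complex of MBNL1-His with Biotin-(CUG)12, compounds 92 nM–58 uM, incubated 60 min at room temperature.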
Numbers without * were called inactive; ? = inconclusive; . = not tested or not shown; [ ] = another dose, or the depositor's remark. Unless noted, the call rests on the fitted dose curve; in most records, active means well fitted curve in the direction sought with a large enough effect; inconclusive means small, poorly fitted or top-dose-only effect, or another doubt; inactive means no such curve, though single readings can be large; an effect the other way counts as inactive or inconclusive.

SMILES | CXXC DNA block | AT treatment | TSG101-PTAP inh | TCR act | Menin MLL FP TR | ASM inhibitor | TSHR antagonist | Integrin act MD | Mito fusion yeast | MBNL1-CUG inh
CC(C)C[C@H](NC(=O)c1[nH]cnc1C(=O)N[C@@H](Cc1ccccc1)C(=O)OC(C)(C)C)C(=O)OCc1ccccc1 | -7.9% | -2.7% | -9.1% | -5.8% | -1.5% | -4.2% | -3.6 | -37.8% | -3.9% | 4.2%
COc1cccc(NC(=O)N2CCCC2C(=O)NC23CC4CC(CC(C4)C2)C3)c1 (stereo not drawn) | -9.8% | 2.4% | -3.2% | 6.0% | . | -1.0% | 3.4 | 2.0% | -4.0% | -18.8%
O=C(Cc1cccs1)N1CCC(c2nc3c(nnn3Cc3ccccc3Cl)c(=O)[nH]2)CC1 | 9.5% | 15.7% | -13.7% | 0.6% | -19.1% | -13.1% | 18.1 | 34.0% | 1.2% | 10.1%
O=C(NN1C(=O)C2C3C=CC(C3)C2C1=O)c1cccc(Cl)c1 (stereo not drawn) | 8.0% | -2.1% | -4.5% | 0.3%[46.1 µM] | 0.4% | 1.2% | 18.7 | 2.9% | . | -8.9%[11.5 µM]
O=C(/C=C/Nc1ccc(F)cc1Br)c1ccccc1 | 7.6% | 5.3% | -7.7% | 3.7%[46.1 µM] | -19.7% | 21.1% | -6.8 | 18.0% | -0.1% | 0.2%
CC=CC1OCC(CC)C(CCC)O1 (stereo not drawn) | . | . | -1.0% | -0.4% | . | -3.0% | . | 4.7% | . | .
COCC(=O)Nc1cccc(-c2ccc3nncn3n2)c1 | 8.0% | 2.3% | -4.4% | 3.0% | -2.5% | 5.1% | -11.7 | ? | 2.0% | ?
COCCCn1c(C)cc(C(=O)COC(=O)C23CC4CC(CC(O)(C4)C2)C3)c1C | . | -4.2% | -1.2% | 4.8% | . | 1.5% | 0.3 | -4.8% | 5.7% | .
CN(CC(=O)Nc1ccc(N2CCOCC2)cc1)C(=O)CCNC(=O)c1ccc(Br)cc1 | . | -5.7% | -1.3% | -2.8% | . | 1.1% | 3.3 | -9.4% | -7.4% | .
CCc1ccccc1NC(=O)c1ccc(NS(C)(=O)=O)cc1 | -8.7% | -1.4% | 0.5% | 6.7% | -23.1% | 1.1% | -10.5 | -6.2% | -2.8% | -4.0%
CCOC(=O)C1=C(N)n2c(s/c(=C\c3cccnc3)c2=O)=C(C(=O)OC)C1c1cccnc1 (stereo not drawn) | . | . | 0.5% | 1.5% | . | -3.7% | . | 11.6% | . | .
CC(O)CNC1c2ccccc2CC1O (stereo not drawn) | . | . | -0.3% | -2.5% | . | -1.0% | . | 23.3% | . | .
COC(=O)N/N=C/c1cn(Cc2ccccc2Cl)c2ccccc12 | ? | 9.6% | 0.0% | 2.9%[46.1 µM] | ? | -7.5% | -12.9 | -32.1% | 0.2% | 0.4%
Oc1c(Br)cc(/C=N/Nc2nncc3ccccc23)cc1Br | 14.5% | 4.5% | ? | -2.9% | ? | -2.3% | 1.0 | -25.1% | 24.2% | 4.0%
Cc1c(NC(=S)NC(=O)c2ccco2)c(=O)n(-c2ccccc2)n1C | -2.2% | -2.1% | 1.1% | -3.4%[46.1 µM] | -8.0% | 0.8% | 5.2 | 8.7% | -3.8% | 11.1%
Cc1cc2c(c(N)n1)c(=O)oc1ccccc12 | -14.0% | 10.0% | -0.2% | -20.5% | -9.7% | 62.2%[activator] | 15.1 | 7.3% | 2.7% | -4.0%
O=C(NCc1cccnc1)C(=O)N/N=C/c1ccc([N+](=O)[O-])cc1 | 0.0% | -4.0% | -7.5% | -0.6% | 10.0% | -0.7% | 1.2 | 9.7% | 7.3% | ?
O=C(CSc1nncc2ccccc12)Nc1cccc(C(=O)O)c1 | 1.8% | 26.4% | -6.7% | -4.5% | . | 1.7% | 5.5 | 6.2% | 3.5% | 17.0%
Cc1ccc(CN2CC(C(=O)NCCCSc3ccccc3)CC2=O)cc1 (stereo not drawn) | ? | 5.0% | -3.5% | 1.7% | . | . | -15.7 | -0.4% | 2.0% | -6.5%
O=C(Nc1cccc2ccccc12)/C(=C\c1cccc([N+](=O)[O-])c1)NC(=O)c1cccs1 | 0.3% | 2.1% | 0.3% | -4.2%[46.1 µM] | ? | -9.4% | 2.5 | 12.8% | -0.7% | -8.3%
O=[N+]([O-])c1ccccc1CNCCO | . | -0.1% | . | 5.6% | . | 4.6% | -0.5 | -5.0% | -5.4% | .
CSc1nc(NC(C)(C)C)nc(Oc2ccc(=O)n(C)n2)n1 | -1.0% | 8.3% | -4.0% | -4.4% | 11.4% | 0.7% | 13.0 | 15.8% | 2.4% | -0.5%
COc1ccc(/C=C/C(=O)OCC(=O)c2ccc(S(=O)(=O)N3CCCCC3)cc2)cc1OC | . | 0.2% | -2.6% | 0.8% | . | -4.0% | -3.9 | -19.3% | 0.1% | .
COc1ccc(NC(=O)c2ccccc2)c([N+](=O)[O-])c1 | -0.4% | 11.3% | -1.2% | -66.8% | 13.1% | -2.3% | -1.6 | ? | 5.9% | ?
Cn1nnnc1SCC(=O)Nc1ccc(Oc2ccc(Cl)cc2)cc1 | 3.9% | 1.6% | -12.7% | 0.5% | 6.4% | 0.2% | -20.9 | -45.8%[inhibitor] | 7.9% | 3.8%
NC(=O)COC(=O)Cc1coc2cc3c(cc12)CCC3 | 10.7% | -0.3% | -7.3% | 3.7% | 1.3% | 2.3% | 9.6 | -10.3% | -1.7% | .
O=C(COC(=O)c1ccccc1)Nc1cccc(S(=O)(=O)NC2=NCCCCC2)c1 | -3.9% | 2.8% | 0.8% | 6.5%[46.1 µM] | 9.8% | 1.2% | 1.9 | 8.2% | -6.0% | -7.1%
CC1CCCCN1c1nnc(NC(=O)c2cc(-c3ccc(Br)cc3)on2)s1 (stereo not drawn) | -6.6% | -3.1% | -2.9% | 1.9% | 30.0%[activator] | ? | -16.1 | 7.1% | ? | ?
CC1CN(C(=O)C2CC2)C(C)CN1C(=O)C1CC1 (stereo not drawn) | 4.0% | 1.0% | -4.6% | 0.1%[46.1 µM] | -13.8% | 9.7% | 17.2 | 10.4% | 4.5% | 3.2%
Cc1ccnc(N2C(=O)c3cccc4c([N+](=O)[O-])ccc(c34)C2=O)c1 | ? | -5.0% | -26.3% | 3.0% | 4.8% | -0.4% | -21.6 | -66.0%[inhibitor] | -27.2% | ?
CCOCCCn1c(SCC(=O)NC(C)(C)C)nc2ccccc2c1=O | -4.4% | 24.6% | -1.3% | . | 2.7% | -0.5% | 2.5 | -11.4% | -0.9% | 14.0%
O=c1c2ccccc2cnn1Cc1n[nH]c(=S)n1-c1ccc(F)cc1 | -1.1% | 2.2% | -5.1% | -0.8% | 0.8% | 2.4% | -6.9 | -2.8% | 0.7% | 4.2%
Cc1cc(C)nc(N2CCC(C(=O)NNC(=O)c3ccc(Cl)cc3)CC2)n1 | -7.4% | 27.3% | 2.5% | 2.9% | . | -0.5% | -2.8 | ? | -1.7% | -1.5%
Cc1cccc(C)c1NC(=O)c1ccc(-n2cncn2)nc1 | -2.6% | -3.7% | -0.9% | -0.5% | 10.7% | 0.0% | 5.4 | -5.9% | -2.6% | -5.5%
Cc1cc(C)n(Cc2ccc(NC(=O)c3ccc(COc4ccccc4Br)cc3)cc2)n1 | 16.1% | 9.1% | -0.7% | 12.5% | . | -8.7% | -18.6 | -30.0%[7.66 µM] | -9.6% | -1.0%
CCC1CCCCN1C(=O)c1nn2cccnc2c1Cl (stereo not drawn) | -2.3% | 4.2% | -9.5% | -2.4% | -14.9% | 2.6% | 5.1 | 13.8% | -3.2% | 4.1%
CNC(=S)N1CCc2cc(OC)c(OC)cc2C1 | 11.1% | -5.1% | -0.9% | -6.6% | . | 4.9% | -1.6 | 9.0% | -8.0% | -4.6%
Cc1cc(C)cc(-n2ncc3c2CCCC3NC(=O)CN2CCCCC2=O)c1 (stereo not drawn) | . | . | -3.4% | 4.8% | . | -2.0% | . | -14.9% | . | .
O=[N+]([O-])c1cc([N+](=O)[O-])c(Oc2cccnc2Br)cc1NN1CCCCC1 | 0.2% | -14.8% | -0.2% | 5.3% | ? | 1.8% | -19.8 | 3.1% | 2.4% | ?
O=C(NC1CCCCC1)C(c1ccccn1)N(C(=O)c1csnn1)c1ccccc1F (stereo not drawn) | -3.2% | -3.6% | -7.5% | -1.8% | -2.2% | -3.4% | -8.5 | -16.7% | 4.5% | -1.4%

Only part of the results is shown. The share of hits here may be higher or lower than overall.
